Screens: PubChem, several laboratories
EphB4 ephrin blk: blocks human EphB4 binding to ephrin-B2; P54760; EphB4 LBD / TNYL-RAW-Alexa532 peptide, fluorescence polarization; inhibition, % at 7 µM; hit rate 0.15% among 97,000; AID 720;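 active means inhibition above the screen-wide mean inhibition plus 3 SD, cut at about 15% in these data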;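 further: 0% = DMSO wells and 100% = excess unlabeled TNYL-RAW peptide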
CYP2C9 inh: inhibitors of human CYP2C9 | P11712 | CYP2C9 Supersomes, luciferin-H conversion, luminescence | inhibition, % at 5 µM | hit rate 20% among 96,000;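 active means blocking of liver enzyme CYP2C9 beyond about 50% at 5 µM, limit read from the data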; further: values of inactives mirror those of a sister screen read the other way
CYP2C9 act: increases human cytochrome P450 2C9 activity; P11712; recombinant CYP2C9, luciferin-H conversion, luminescence; hits give high values; factor 1 = untreated enzyme, 0 = blocked; activation factor at 5 µM; hit rate 1.4% among 96,000; AID 1024;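 active means activation factor of 2 or more for CYP2C9 at a 5 µM dose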;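 further: 0 = sulfaphenazole-blocked wells and 1 = vehicle-only wells; values of inactives mirror those of a sister screen read the other way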
CYP2C19 inhib: inhibitors of human CYP2C19 | P33261 | AID 778 | hit rate 21% among 96,000 | inhibition, % at 5 µM | CYP2C19 Supersomes, luciferin-H EGE luminescence, 30 min;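 active means CYP2C19 inhibition above a set limit at 5 µM in the primary screen, cut at about 50% in these data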;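 further: plate controls were negative control wells for no effect and 2.5 mM tranylcypromine positive control for full effect; values of inactives mirror those of a sister screen read the other way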
Target sequence (P33261 whole entry, looked up): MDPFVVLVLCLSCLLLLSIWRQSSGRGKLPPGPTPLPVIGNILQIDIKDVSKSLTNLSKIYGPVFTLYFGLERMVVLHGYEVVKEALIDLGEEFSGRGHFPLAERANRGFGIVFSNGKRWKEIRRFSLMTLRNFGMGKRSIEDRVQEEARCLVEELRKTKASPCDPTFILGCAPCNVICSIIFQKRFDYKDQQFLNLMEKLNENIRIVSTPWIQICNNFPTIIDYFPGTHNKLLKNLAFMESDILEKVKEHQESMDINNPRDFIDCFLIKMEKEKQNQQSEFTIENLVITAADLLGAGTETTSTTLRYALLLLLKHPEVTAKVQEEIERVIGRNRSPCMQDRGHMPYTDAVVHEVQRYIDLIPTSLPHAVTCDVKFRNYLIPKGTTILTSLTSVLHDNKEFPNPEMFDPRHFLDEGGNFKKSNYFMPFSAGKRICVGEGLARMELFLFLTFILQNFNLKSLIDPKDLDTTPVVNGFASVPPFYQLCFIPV
PLAP activator: activates human placental alkaline phosphatase; P05187; purified PLAP enzyme, luminescent substrate read-out; hits give high values; activation fold at 20 µM; hit rate 1.2% among 96,000; in the data active means activation fold above about 2
Target sequence (P05187 whole entry, looked up): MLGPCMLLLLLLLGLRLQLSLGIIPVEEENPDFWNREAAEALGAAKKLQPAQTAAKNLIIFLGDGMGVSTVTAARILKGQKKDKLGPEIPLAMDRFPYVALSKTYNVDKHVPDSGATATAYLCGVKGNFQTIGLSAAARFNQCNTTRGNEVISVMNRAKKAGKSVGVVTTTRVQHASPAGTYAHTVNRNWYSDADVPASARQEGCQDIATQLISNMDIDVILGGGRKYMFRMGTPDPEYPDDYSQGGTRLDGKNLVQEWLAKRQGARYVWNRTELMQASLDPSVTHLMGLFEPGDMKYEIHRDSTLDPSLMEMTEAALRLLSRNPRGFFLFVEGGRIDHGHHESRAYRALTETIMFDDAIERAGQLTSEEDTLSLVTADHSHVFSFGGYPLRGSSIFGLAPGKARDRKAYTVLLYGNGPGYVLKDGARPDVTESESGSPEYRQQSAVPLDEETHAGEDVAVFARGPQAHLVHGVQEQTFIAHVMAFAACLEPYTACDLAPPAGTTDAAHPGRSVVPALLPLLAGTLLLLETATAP
PTK2B oligo ant: blocks oligomerization of human Pyk2 in cells. Q14289. hit rate 0.83% among 99,000. z-score (the deposit names both 25 µM and 10 µM). Q293 cells, Pyk2 FERM NanoBiT luminescence; hits give low values;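 active means Z-score of -3 or lower, scaled per plate to the spread of control and sample wells; inactive means z-score above -3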;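 further: negative z-score means lost luminescence so less FERM oligomerization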
E coli WT exp: growth inhibitors of E. coli BW25113 wild type; AID 710; growth inhibition, % at 100 µM; hit rate 0.15% among 98,000; OD600 absorbance;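 active means growth inhibition above about 50% at one test dose, limit read from the data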;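 further: growth measured after 20 h incubation at 37 °C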
PostGolgi yeast: growth inhibition of a yeast mutant, post-Golgi transport screen | AID 739 | inhibition, % at 10 µM | post-Golgi transport phenotypic cell assay | hit rate 0.9% among 98,000; in the data active means inhibition above about 30%;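 further: yeast cells grown in 1536-well plates; yeast grown about 18 h at 30C before absorbance read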
CYP2C19 activ: cytochrome P450 2C19 (human) activation | 96,000 tested, under 10 active | recombinant CYP2C19, luciferin-H EGE luminescence; hits give high values; 0 = fully inhibited enzyme, 1 = untreated enzyme | activation factor at 5 µM;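 active means activation factor of at least 2 at 5 µM in the primary screen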;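 further: 0 = wells with 2.5 mM tranylcypromine and 1 = vehicle-only wells; values of inactives mirror those of a sister screen read the other way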
* = called active by the depositor; · = not tested or not shown.

SMILES	EphB4 ephrin blk	CYP2C9 inh	CYP2C9 act	CYP2C19 inhib	PLAP activator	PTK2B oligo ant	E coli WT exp	PostGolgi yeast	CYP2C19 activ
Cc1ccc(NC(=O)c2csc(-c3ccccc3)c2C)cc1	-6	6	0.9	17	0.9	0.48	-12	-1	0.8
Cc1cc2ncn(-c3ncnc4sc5c(c34)CCC(C)C5)c2cc1C (stereo not drawn)	2	43	0.6	80*	1	-0.24	6	4	0.2
CC(C)(C)C(=O)NC(=S)Nc1ccccc1C(=O)Nc1ccccc1	2	-4	1	18	1	0.44	1	-5	0.8
O=C(Nc1nc2ccc(S(=O)(=O)N3CCCC3)cc2s1)C1CCCCC1	4	64*	0.4	4	1.1	-1.5	-5	-1	1
COC(=O)c1ccc(CSc2ccc3nnc(-c4cccc(F)c4)n3n2)o1	6	83*	0.2	37	1.1	·	-5	-5	0.6
COCCNc1nc(C(C)(C)C)nc2c1nnn2Cc1ccccc1Cl	9	5	0.9	7	0.7	-0.75	1	2	0.9
CCC(Oc1ccccc1)C(=O)Nc1cc(C)on1 (stereo not drawn)	-4	46	0.5	36	1	·	8	0	0.6
CCOc1ccc(-c2cn[nH]c2N)cc1	2	-4	1	2	0.9	-0.34	7	8	1
Cc1cccc(NS(=O)(=O)c2ccc(Oc3ccccc3)cc2)n1	10	31	0.7	83*	1.4	-1.7	6	1	0.2
CN(Cc1ccccc1)S(=O)(=O)c1cccc2cccnc12	0	-203	3*	80*	0.8	-0.96	5	17	0.2
O=C(O)CSCC(=O)Nc1ccc(S(=O)(=O)N2CCCCC2)cc1	2	16	0.8	2	1	0.06	0	-2	1
Cn1nc([N+](=O)[O-])nc1Oc1ccc2ccccc2c1	4	5	1	6	0.8	0.62	4	-12	0.9
CCOC(=O)N1CCN(C(=O)c2ccc(N3C(=O)c4ccccc4C3=O)cc2)CC1	·	5	0.9	7	1.1	0.38	7	27	0.9
CCOC(=O)N1CCC2(CC1)C(C#N)=C(N)Oc1n[nH]c(C)c12	-2	33	0.7	50*	1.4	0.22	0	-1	0.5
O=C(NCCc1csc(-c2ccccc2)n1)c1ccc(Br)o1	-9	61*	0.4	100*	1.7	·	6	-6	0
Cc1ccc(CNC(=O)C2CCCN(S(=O)(=O)c3c(C)noc3C)C2)cc1 (stereo not drawn)	-2	-4	1	-13	0.8	-0.17	-3	-2	1.1
O=C(COc1ccccc1)Nc1ccccc1N1CCN(c2ccccc2)CC1	2	56*	0.4	21	0.9	-2.1	-2	-3	0.8
CN1CCN(C2=C(Cl)C(=O)N(c3ccc(Cl)cc3)C2=O)CC1	·	56*	0.4	88*	1.7	0.64	-3	1	0.1
Cn1c(CNc2nc3ccccc3n2CCN2CCCCC2)nc2ccccc21	-10	-4	1	-8	1.8	0.4	8	-10	1.1
CN(Cc1ccccc1)S(=O)(=O)c1ccc(OCC(=O)N2CCOCC2)cc1	0	35	0.7	8	1.1	1.2	3	8	0.9
Cc1ccc(CSc2ncccc2C(=O)O)cc1	0	4	1	7	1.1	1.2	-4	2	0.9
CCN(CC(O)Cn1c2ccccc2c2ccccc21)S(=O)(=O)c1ccc(C)cc1 (stereo not drawn)	7	90*	0.1	99*	1.9	0.32	-17	-3	0
O=C(O)C1CCCCC1C(=O)NCCc1c[nH]c2ccccc12 (stereo not drawn)	3	33	0.7	75*	1.1	-0.09	-4	-4	0.2
CC(=O)c1ccc(N2CCN(CCC#N)CC2)c(F)c1	4	-2	1	7	0.9	-0.27	-3	-3	0.9
CCOC(=O)CNC(=O)CSc1nnc(Cn2c(=O)sc3ccccc32)n1-c1ccccc1C	-7	28	0.7	5	1.4	0.38	5	5	0.9
COc1cc(C2C(C#N)=C(N)Oc3cc(C)n(CC4CCCO4)c(=O)c32)cc2c1OCO2 (stereo not drawn)	-5	-1	1	-1	1	0.04	3	1	1
CN(CC(=O)O/N=C(\N)c1ccccn1)S(=O)(=O)c1ccc(Br)cc1	-6	-23	1.2	6	1.1	2.6	5	-2	0.9
O=C(CCC1N=C2c3ccccc3N=C(SCc3ccccc3Cl)N2C1=O)NCc1ccco1 (stereo not drawn)	0	60*	0.4	29	1.1	0.68	-4	-1	0.7
CCC(=O)Nc1c(C)cc(C)cc1Cl	4	-8	1.1	-3	0.7	0.03	2	-3	1
CCOc1ccccc1N1CCN(C2=C(NS(=O)(=O)c3cccs3)C(=O)c3ccccc3C2=O)CC1	-2	100*	0	92*	1.5	-0.46	-10	-10	0.1
CCc1nc2c(c(SC)nn2-c2ccccc2)c(N)c1C(=O)OC	-4	15	0.9	2	1.1	0.31	-10	-2	1
O=C(CN1CCCCCC1)Nc1ccc(Br)cc1	2	9	0.9	93*	0.7	1.1	11	-3	0.1
O=C(O)CCc1ccc(-c2ccc(Br)cc2)o1	-5	15	0.8	-4	1	0.35	-11	6	1
CS(=O)(=O)N(CCc1ccccc1)CC(=O)NCc1ccc2c(c1)OCO2	0	31	0.7	31	1	-0.06	2	-1	0.7
Nc1scc(-c2ccncc2)c1Cl	-3	·	·	·	·	0.76	-4	10	·
CC1=C(C#N)C(Nc2cc(C)ccn2)(C(F)(F)F)C(=O)N1 (stereo not drawn)	9	26	0.7	76*	1	-0.51	-1	15	0.2
O=C1c2ccccc2C(=O)N1Cc1nc(-c2ccncc2)no1	·	84*	0.2	92*	1.1	1.4	2	2	0.1
Cc1nc2ccccc2c2nc(NC(=O)Cc3ccccc3)nn12	8	8	0.9	21	1.1	0.28	-3	6	0.8
COc1cc2nc(C3CCC3)n(NC(=O)COc3ccccc3)c(=O)c2cc1OC	·	1	1	-9	1	0.25	-10	-7	1.1
Cc1cc(C)c(NC(=O)C(C)c2cccc(C(=O)c3ccccc3)c2)c(C)c1 (stereo not drawn)	-1	73*	0.3	72*	0.9	-0.51	-14	14	0.3
CCOC(=O)C1=C(C)Nc2ncnn2C1c1c[nH]c2ccccc12 (stereo not drawn)	6	59*	0.4	82*	1.2	-0.28	4	-8	0.2
Cc1cnc(NC(=O)CCCc2nc3ccccc3s2)s1	1	31	0.7	42	1.2	-1	-7	-3	0.6
O=C(CN1C(=O)C2C3C=CC(C3)C2C1=O)Nc1ccc2c(c1)OCCO2 (stereo not drawn)	-7	11	0.9	1	1	0.35	-3	-5	1
CCOc1ccccc1-c1n[nH]c(=S)o1	-4	0	1	-8	1.1	-0.18	-4	8	1.1
CC(C)OC(=O)c1cccc(C(=O)Oc2ccccc2)n1	8	0	1	-5	1	-0.12	-4	-1	1
COC(=O)c1ccc(NC(=O)CNS(=O)(=O)c2cccs2)cc1	-3	37	0.6	65*	1.4	0.67	4	-9	0.3
CN(C)S(=O)(=O)c1cccc(C(=O)NCC2CCCO2)c1 (stereo not drawn)	2	9	0.9	5	1	0.5	5	-3	0.9
COc1cccc(C2C3=C(CC(C)(C)CC3=O)Nc3cc4c(cc32)OCO4)c1 (stereo not drawn)	4	93*	0.1	72*	0.9	·	0	-2	0.3
CC1(C)CC(NS(=O)(=O)c2ccc(S(=O)(=O)N3CCOCC3)cc2)CCO1 (stereo not drawn)	-4	0	1	8	0.9	1.5	2	7	0.9
COc1ccc(NC(C)=O)cc1NC(=O)CSc1nnc(-c2ccccn2)n1C	0	-15	1.1	-21	1	-0.02	-4	4	1.2

Part of the list above in order of SMILES length, lowest first:
SMILES	EphB4 ephrin blk	CYP2C9 inh	CYP2C9 act	CYP2C19 inhib	PLAP activator	PTK2B oligo ant	E coli WT exp	PostGolgi yeast	CYP2C19 activ
O=C(CN1CCCCCC1)Nc1ccc(Br)cc1	2	9	0.9	93*	0.7	1.1	11	-3	0.1
O=C(COc1ccccc1)Nc1ccccc1N1CCN(c2ccccc2)CC1	2	56*	0.4	21	0.9	-2.1	-2	-3	0.8
O=C(CN1C(=O)C2C3C=CC(C3)C2C1=O)Nc1ccc2c(c1)OCCO2 (stereo not drawn)	-7	11	0.9	1	1	0.35	-3	-5	1

Going on with the list.
SMILES	EphB4 ephrin blk	CYP2C9 inh	CYP2C9 act	CYP2C19 inhib	PLAP activator	PTK2B oligo ant	E coli WT exp	PostGolgi yeast	CYP2C19 activ
COc1ccccc1NC(=O)c1ccc(C)s1	-6	-248	3.5*	37	0.8	0.57	13	-4	0.6
COc1cc(NC(=O)c2ccco2)c(OC)cc1NC(=O)c1cc(OC)c(OC)c(OC)c1	-4	28	0.7	12	1.4	-0.01	-3	16	0.9
CC(C)(C)n1ncc2c(=O)n(CC(=O)Nc3ccc4c(c3)OCCO4)cnc21	6	15	0.9	-7	1	-0.26	-5	-6	1.1
COc1ccc(-n2cc(C(=O)c3cc4ccccc4oc3=O)c(C(C)=O)n2)cc1	-10	-4	1	-14	0.9	0.11	-4	0	1.1
CCC(Cc1ccccc1)NC(=O)C1CCC(CNc2c(N3CCCC3)c(=O)c2=O)CC1 (stereo not drawn)	0	8	0.9	10	1.7	·	-7	-8	0.9
Cc1ccc(OCC(O)CN2CCN(CC(O)COC(C)C)CC2)c(C(C)(C)C)c1 (stereo not drawn)	-5	2	1	-3	1.5	0.37	0	-4	1
Cc1[nH]c(C)c(C(=O)O)c1CNC1CCCCC1C (stereo not drawn)	·	-17	1.2	-10	0.9	·	-8	-2	1.1
O=S(=O)(Nc1ccc2c(c1)OCCO2)c1ccc(F)cc1	1	69*	0.3	88*	1	-1.2	7	-4	0.1
O=C(c1ccc2c(c1)OCO2)N(CC1CCCO1)C1(C(=O)NC2CCCCC2)CCCCC1 (stereo not drawn)	-3	71*	0.3	70*	1.9	0.63	3	0	0.3
CCOc1ccccc1NC(=O)C1CC2CCCC(C1)C2=O (stereo not drawn)	-1	-93	1.9	16	0.9	1.6	3	5	0.8

Whole records as entered above.
CN1CCN(C2=C(Cl)C(=O)N(c3ccc(Cl)cc3)C2=O)CC1 across the screens: EphB4 ephrin blk = ·; CYP2C9 inh = 56*; CYP2C9 act = 0.4; CYP2C19 inhib = 88*; PLAP activator = 1.7; PTK2B oligo ant = 0.64; E coli WT exp = -3; PostGolgi yeast = 1; CYP2C19 activ = 0.1
COc1cc2nc(C3CCC3)n(NC(=O)COc3ccccc3)c(=O)c2cc1OC across the screens: EphB4 ephrin blk = ·; CYP2C9 inh = 1; CYP2C9 act = 1; CYP2C19 inhib = -9; PLAP activator = 1; PTK2B oligo ant = 0.25; E coli WT exp = -10; PostGolgi yeast = -7; CYP2C19 activ = 1.1

Continued.
SMILES	EphB4 ephrin blk	CYP2C9 inh	CYP2C9 act	CYP2C19 inhib	PLAP activator	PTK2B oligo ant	E coli WT exp	PostGolgi yeast	CYP2C19 activ
O=C(NCCC(=O)N1CCN(c2ncccn2)CC1)c1ccccc1	-2	-4	1	-13	1	0.66	-8	15	1.1
COn1c(-c2ccccc2)nc2c1CCc1c-2no[n+]1[O-]	6	8	0.9	0	1	-0.29	2	-5	1
O=C(Nc1ccc2c(c1)Cc1ccccc1-2)c1ccco1	4	9	0.9	10	0.8	-1.2	-22	-4	0.9
O=C(C1CC1)N1CCN=C1SCc1cccc(C(F)(F)F)c1	8	70*	0.3	95*	1	0.3	-7	6	0
Cc1cc(-n2nc(C)cc2C)n2nc(C)c(-c3ccccc3)c2n1	3	25	0.7	21	0.9	0.34	-14	3	0.8
O=C(OC(C(=O)NC1CCCC1)c1ccc(F)cc1)c1ccno1 (stereo not drawn)	-5	14	0.9	8	1	-0.15	4	-2	0.9

Random excerpt: 2 compounds from above.
SMILES	EphB4 ephrin blk	CYP2C9 inh	CYP2C9 act	CYP2C19 inhib	PLAP activator	PTK2B oligo ant	E coli WT exp	PostGolgi yeast	CYP2C19 activ
Cc1cc(-n2nc(C)cc2C)n2nc(C)c(-c3ccccc3)c2n1	3	25	0.7	21	0.9	0.34	-14	3	0.8
O=C(C1CC1)N1CCN=C1SCc1cccc(C(F)(F)F)c1	8	70*	0.3	95*	1	0.3	-7	6	0
